# SDO1 yeast rescue: growth rescue of sdo1-depleted yeast, primary screen, S. cerevisiae, bone marrow failure model; z-score at 10 µM; 140,000 tested, 0.21% active; S. cerevisiae sdo1-depleted JHY4D growth rescue, OD600 30 h; hits give high values; pdr5 snq2 efflux-pump mutant strain;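 active = z-score above 3 at both the 24 hr and the 30 hr optical density reads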;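 also: z-score against mean and SD of all compound wells on the same plate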
# INS promoter inh: inhibitors of insulin promoter-driven GFP, primary screen, imaging, TRM-6 cells (human fetal islet line), eGFP reporter, cell count | inhibition, % at 2 µM | AID 1273, 2008 | 130,000 tested, 0.9% active | reporter expression induced with tamoxifen;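 active = inhibition above the mean plus 3 SD, with well images judged a real hit on visual review, cut at about 60% in these data, passing the limit was not always enough; inconclusive = inhibition over the cutoff but images rejected on review; inactive = inhibition not above the cutoff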
# SDO1 yeast rescue Rescue 24 h: also measured in SDO1 yeast rescue; calls as there; z-score; S. cerevisiae sdo1-depleted JHY4D growth rescue, OD600; measured here: growth rescue at 24 h;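 0 is the plate mean of compound wells and units are plate SD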
# * = called active by the depositor; u = inconclusive; x = no result given; & = joins results of further samples.
SMILES,SDO1 yeast rescue,SDO1 yeast rescue Rescue 24 h,INS promoter inh
CCOc1cc2[nH]c(=O)n(CCC(=O)NCc3ccc(OC)cc3)c(=O)c2cc1OCC,-0.47,-0.3,-28
CCOc1ccc(S(=O)(=O)NCCSc2ccccc2)cc1,-0.84,-0.9,-3
Cc1c(NC(=O)Nc2ccc(Cl)c(Cl)c2)c(=O)n(-c2ccccc2)n1C,-1.4,-1.1,35
O=C(N/N=C/c1cccc(Br)c1)c1ccc(Cn2cc(Br)cn2)o1,-0.4,-0.12,7
O=C1c2ccccc2NC(c2ccc(F)cc2)N1Cc1ccco1 (stereo not given),-0.72,-0.6,-9
C/C(NC(=O)c1ccccc1)=C1/C(=O)CC2C1C2(C)C (stereo not given),-0.79,-0.52,-36
COc1ccccc1N1CCN(C(=O)c2oc3ccc(Br)cc3c2C)CC1,-1.8,-1.6,x
COc1ccc(-n2nc(C(=O)Nc3ccc4c(c3)OCO4)c3c4ccccc4n(C)c3c2=O)cc1,x,x,31
CN1C=CC=C/C1=C(\C#N)c1nc2ccccc2[nH]1,1.1,0.93,x
O=C(NC(Cc1ccccc1)c1nc2ccccc2[nH]1)C1CC(=O)N(c2ccc3c(c2)OCCO3)C1 (stereo not given),0.41,0.11,-6
CS(=O)(=O)Nc1ccc(S(=O)(=O)Nc2nccs2)cc1,-0.58,-1.2,-17
Cc1ccc2c(c1)C(C)(C)[C@]1(C)NC(=O)CCN21,0.22,-0.42,18
COc1ccc(OC)c(N(CC(=O)Nc2ccc3c(c2)OCCO3)S(C)(=O)=O)c1,0.45,0.24,x
O=C(c1ccccc1)c1ccc2nc[nH]c2c1,0.33,0.28,95*
O=C1c2cccnc2C(O)N1C1CCCCC1 (stereo not given),0.9,0.12,21
COCCNC(=O)c1onc(CCl)c1C(=O)OC,1.2,1.3,x
COc1cc(/C=C(/C#N)c2nc3ccccc3[nH]2)ccc1OCC(=O)Nc1ccccc1C,0.78,2.6,x
COc1ccccc1NC(=O)C(NC(=O)OC(C)(C)C)C(C)OCc1ccccc1 (stereo not given),-0.41,-0.37,-50
COc1ccc(Cl)c(NCCC(=O)O)c1,1.1,0.71,24
O=C(O)CSc1nnc(Cn2nnc3ccccc32)n1CCc1ccccc1,0.41,0.58,x
Cc1ccccc1C(=O)NC1CCN(CC(=O)NCc2cccs2)CC1,x,x,-77
COc1cc(S(=O)(=O)N2CCCCC2)ccc1NC(C)=O,-0.49,-1.3,x
O=C(c1cnn(-c2ccccc2)c1)c1ccc2ccccc2c1O,-0.97,-0.4,-29
CCCCNC(=S)NNC(=O)c1csc2ccccc12,0.48,-0.59,57
CC(C)OC(=O)c1ccc(NC(=O)Cn2c(-c3nonc3N)nc3ccccc32)cc1,-1.5,-0.97,23
SMILES,SDO1 yeast rescue,SDO1 yeast rescue Rescue 24 h,INS promoter inh
O=C(Cc1ccccc1)NNC(=O)c1cccs1,-0.28,-0.91,x
COc1ccc([N+](=O)[O-])c2c(=O)ccoc12,0.93,-0.68,-15
COC(=O)c1nc2nc(C)cc(=O)n2[nH]1,1.2,0.85,23
COc1cc(C(=O)Nc2cccc(-c3nc4ccccc4o3)c2C)cc(OC)c1OC,-0.8,-0.07,-29
CC(C)CNc1cc(=O)n(C)c(=O)n1C,0.85,1.2,-50
Cc1nc2cc(-c3cccc(F)c3)nn2c(C)c1CCC(=O)NC(C)c1ccc2c(c1)OCCO2 (stereo not given),-0.55,-0.12,-20
COc1ccc(Cn2c(CCC(=O)N3CCN(c4ccccn4)CC3)nc3ncccc3c2=O)cc1,1.4,0.73,29
O=c1[nH]c2ccccc2c(=O)n1Cc1ccco1,-0.37,-0.83,25
COc1ccc(NC(=O)CSc2c3c(nc4ccccc24)CCC3)c(OC)c1,-0.27,-0.26,12
CCc1nnc(NC(=O)CSc2nnc(Cc3ccccc3)n2-c2ccc(OC)cc2)s1,-0.41,-0.46,-95
CCN(CC)C(=O)C1CCCN(C(=O)Nc2ccc3nsnc3c2)C1 (stereo not given),0.58,0.66,-7
CCc1cc(C(=O)N/N=C/c2c(C)[nH]c3ccccc23)cs1,1.3,1.5,x
CCOC(=O)c1ccccc1NC(=O)C=C(C)C,0.14,-0.2,18
O=C(CCCn1c(=S)[nH]c2ccccc2c1=O)N1CCOCC1,-0.44&-0.64,-1.8&-1.4,x
C1=CCC(CN2CCN(C3CCCCCC3)CC2)CC1 (stereo not given),x,x,-36
Cc1cccc(NC(=S)NCCc2ccc(S(N)(=O)=O)cc2)c1C,2.1,1.9,22
O=C(COc1ccc2c3c(c(=O)oc2c1)CCC3)NC1CCCCC1,-1.2,-1.4,x
N#Cc1nc(-c2ccccc2F)oc1N1CCCC1,-0.64,-1.1,-144
Cc1cc(C)n(/N=C/c2cc(Cl)cc(Cl)c2O)c(=O)c1,x,x,-29
COc1cc2c3c(c1)C1(C(=O)N3C(C)(C)C=C2C)C(C#N)=C(N)Oc2cc(O)ccc21 (stereo not given),0.64,0.84,26
CCc1ccccc1-n1c(SCC(=O)N2CCCC2)nnc1-c1ccccn1,0.11,-0.67,-64
COc1ccc2[nH]c(C(=O)O)c(CCNC(C)=O)c2c1,-0.39,-0.8,56
O=C(O)c1ccc(Br)c(S(=O)(=O)N2CCCC2)c1,1.1,1.4,x
COc1cc(CN2CCN(c3cccc(C)c3C)CC2)cc(OC)c1O,-0.1,-0.6,x
O=C(c1ccc([N+](=O)[O-])cc1)N1CCN(C(=O)c2ccco2)CC1,x,x,12

# Copied from the list.
# Result of COc1cc(CN2CCN(c3cccc(C)c3C)CC2)cc(OC)c1O under SDO1 yeast rescue: -0.1
# Result of CCOC(=O)c1ccccc1NC(=O)C=C(C)C under INS promoter inh: 18
# Result of O=C(COc1ccc2c3c(c(=O)oc2c1)CCC3)NC1CCCCC1 under SDO1 yeast rescue: -1.2

# Returning to the listing, starting 2 compounds before the break.
SMILES,SDO1 yeast rescue,SDO1 yeast rescue Rescue 24 h,INS promoter inh
COc1cc(CN2CCN(c3cccc(C)c3C)CC2)cc(OC)c1O,-0.1,-0.6,x
O=C(c1ccc([N+](=O)[O-])cc1)N1CCN(C(=O)c2ccco2)CC1,x,x,12
COc1ccc(COc2ccccc2C(N)=O)cc1F,-0.21,0,-11
CC1(C)Cc2ccccc2C(N)=C1C#N,-0.46,-0.65,-50
CCN(CC)CCn1c(SCC(=O)NCCC2=CCCCC2)nc2c(sc3ccccc32)c1=O,x,x,-27
COc1ccc(/C=C2\N=C(C)N(c3ccc4ccccc4c3)C2=O)cc1OC,-0.32,0.29,-35
CCOC(=O)CC(=O)NC(CC(=O)OC)c1ccc(Br)cc1 (stereo not given),x,x,45
COc1ccc2nc3oc(C(=O)NC4CCN(Cc5ccccc5)CC4)cc3cc2c1,0.51,0.71,55
CC(C(N)=O)N1c2cccc3cccc(c23)S1(=O)=O (stereo not given),x,x,12
C(=N\c1ncnc2sccc12)/NOCc1ccccc1,-2.5,-1.5,3
CN(C)c1ccc(/C=N\NC(=O)CC#N)cc1,x,x,45
Nn1c(=O)c2ccccc2n2c(SCc3ccc(C(F)(F)F)cc3)nnc12,-0.64,-0.56,35
CC1=NOC(=O)/C1=C\c1ccc(-c2cccc(Cl)c2)o1,-1.6,-1.5,6
O=C(COc1ccccc1)N1CCN(C(=O)c2cccs2)CC1,1.1,1.1,x
CCOc1c2ccc(C(=O)NC3CCCc4ccccc43)cc2nn1CC (stereo not given),0.14,-0.33,18
CCOCCCNC(=O)Cn1cc2c(n1)CCCCC2,1.3,1.4,x
CCn1c(SCC(N)=O)nc2ccccc2c1=O,-0.45,-0.65,x
COc1ccc(-c2cn[nH]c2N)cc1,1.4,1.1,-21
O=C(c1cc(-c2ccco2)on1)N1CCOCC1,0.75,-0.18,3
C=CCNc1nc(-c2ccc([N+](=O)[O-])cc2)cs1,2.6,0.05,42
CCOCCCNC(=O)CNC(=S)N(Cc1ccccc1F)C1CCCCC1,-0.22,-1.1,29
COc1ccc(-c2csc(NC(=O)c3cccc(S(=O)(=O)N4CCN(C)CC4)c3)n2)cc1,-1.4,-0.18,-37
O=C(Nc1ccc2c(c1)OCO2)c1ccc(COc2ccc3c(c2)CCC3)o1,-0.67,-0.8,0
CC(C)Cn1c2c(c(O)c(C(=O)Nc3ncccc3O)c1=O)CCCC2,-2.2,-1.5,8
O=c1[nH]c(Nc2ccc(F)cc2)cc2ccccc12,-1.1,-0.77,-19
Cc1sc2nc(SCC(=O)O)[nH]c(=O)c2c1C,x,x,-50
CCOC(=O)CNc1c(N2CCN(c3ccccn3)CC2)c(=O)c1=O,0.74,1.1,x

# Gathered by group, the compounds so far containing a Cl atom (five)
SMILES,SDO1 yeast rescue,SDO1 yeast rescue Rescue 24 h,INS promoter inh
Cc1c(NC(=O)Nc2ccc(Cl)c(Cl)c2)c(=O)n(-c2ccccc2)n1C,-1.4,-1.1,35
COCCNC(=O)c1onc(CCl)c1C(=O)OC,1.2,1.3,x
COc1ccc(Cl)c(NCCC(=O)O)c1,1.1,0.71,24
Cc1cc(C)n(/N=C/c2cc(Cl)cc(Cl)c2O)c(=O)c1,x,x,-29
CC1=NOC(=O)/C1=C\c1ccc(-c2cccc(Cl)c2)o1,-1.6,-1.5,6

# Complete entries from above.
# Record of CCOCCCNC(=O)Cn1cc2c(n1)CCCCC2 = SDO1 yeast rescue: 1.3; SDO1 yeast rescue Rescue 24 h: 1.4; INS promoter inh: x
# Record of C=CCNc1nc(-c2ccc([N+](=O)[O-])cc2)cs1 = SDO1 yeast rescue: 2.6; SDO1 yeast rescue Rescue 24 h: 0.05; INS promoter inh: 42

# Following part
SMILES,SDO1 yeast rescue,SDO1 yeast rescue Rescue 24 h,INS promoter inh
C=CCn1c(C)csc1=Nc1ccc(C(C)=O)cc1,x,x,0
N#Cc1cc2c(nc1SCC(O)CS(=O)(=O)Cc1ccc(Cl)cc1)CCCC2 (stereo not given),-1.5,-1.1,42
COc1ccc(S(=O)(=O)Nc2c(C)nc3nc[nH]n3c2=O)cc1,x,x,27
CC(=O)Nc1ccc(C(=O)Nc2ccc3c(c2)OCO3)cc1,1.4,1.5,-3
CC(=O)c1ccc(Oc2cc(C)nc(NCc3ccccc3)n2)cc1,0.43,3.4,69
c1ccc(COc2ccccc2CNCc2cccnc2)cc1,-0.07,0.01,-28
CNC(=O)CCc1[nH]c2ccccc2c1Sc1ccccc1,0.48,1.2,42
NC(=O)c1cccc2c1C(=O)N(C1CCCCC1)C2,-1.5,-1.7,x
Cc1onc(-c2c(F)cccc2Cl)c1C(=O)OCN1C(=O)c2ccccc2C1=O,-0.8,-0.97,19
COCCCNC(=O)Cn1cc(C(=O)c2cccs2)c2ccccc21,0.54,0.73,28
CC(=O)Nc1c(C)nn(C(C)=O)c1C,-0.27,-1.4,7
Cc1sc(NC(=O)c2cc(-c3ccccc3)nc3ccccc23)c(C(N)=O)c1C,-1.1,-1.3,x
Cc1ccc(S(=O)(=O)N(CCC(=O)O)c2ccccc2)cc1,0.78,0.14,u
O=C(NNC1=C(C(=O)C(F)(F)F)CCC1)c1cccc(O)c1,1.3,1.1,-2
COc1ccc(/C=C(\C#N)C(=O)c2c(C)[nH]c3ccccc23)cc1OC,0.56,-0.26,-6
CC(Oc1ccc(Cl)cc1Cl)C(=O)NCCCN(C)C (stereo not given),-0.03,-0.76,-27
CCOC(=O)c1sc(NC(=O)c2ccc(S(=O)(=O)N(CC)CC)cc2)nc1C,-1.2,0.18,46
CCOC(CNC(=O)c1cc(C)nn1-c1ccccc1)OCC,0.29,0.4,-4
O=C(Nc1cccc(-c2nnc(-c3ccccc3)o2)c1)C1CCCCC1,-0.53,2.5,-100
O=C(CSc1ncn[nH]1)N1N=C2/C(=C/c3ccccc3)CCCC2C1c1ccccc1 (stereo not given),-1.1,-0.55,x
COC(=O)/C(=C/c1cccc([N+](=O)[O-])c1)NC(=O)c1ccc(OC)cc1,0.01,-0.18,-23
Cc1nc(N2CCN(C(c3ccccc3)c3ccccc3)CC2)[nH]c(=O)c1C,0.32,0.62,14
O=C(Nc1ccccc1)C1=C(O)CC(c2ccoc2)CC1=Nc1ccccc1 (stereo not given),-0.75,-0.72,58
CC1CN(CC(O)COc2ccc(C(C)C)cc2)CC(C)O1 (stereo not given),-0.54,0.84,24
CCCCC12CN3CCN(CC(C3)/C1=N\NC(=O)c1ccccc1N)C2,1.8,1.4,3
SMILES,SDO1 yeast rescue,SDO1 yeast rescue Rescue 24 h,INS promoter inh
CCOc1ccc(-c2c[n+](=O)c3c(n2[O-])CCCC3)c(OCC)c1,0.74,-0.33,22
CSc1ccc(/C=C/C(=O)NC23CC4CC(CC(C4)C2)C3)cc1,-0.77,0.12,47
Fc1ccc(C2CC(c3ccco3)=Nc3ccccc3S2)cc1 (stereo not given),x,x,0
COC(=O)c1cc(COC(=O)c2nc3nc(C)cc(C)n3n2)oc1C,x,x,8
Cc1ccc(-n2cc3c(=O)n(C)c(=O)n(C)c3c2)cc1C,-0.48,-0.66,23
COC(=O)c1ccccc1NC(=O)CSc1nnc(Cc2ccc(Cl)cc2)o1,-1.4,-0.72,-81
COc1ccccc1/C=C(/C(=O)OCC(N)=O)c1ccccc1,-1.7,-2.1,5
CCCNS(=O)(=O)/C=C/c1ccccc1,x,x,13
CCOC(=O)c1[nH]c2ccccc2c1NC(=O)C1CCCCC1,-1.4,-0.43,66
CCCN(c1ccc(OCC)cc1)S(=O)(=O)c1ccc2c(c1)CCN2C(=O)CCC(=O)O,0.73,0.67,44
NS(=O)(=O)c1ccc(CNS(=O)(=O)c2cc(C(=O)O)ccc2Cl)cc1,x,x,6
CC(C)(C)n1cnc(C(N)=O)c1N,0.62,0.86,21
COc1cccc(N2CCN(C(=O)c3ccc(CSc4nc5ccncc5[nH]4)cc3)CC2)c1,1.4,-0.34,-7
CN=C(C)c1c(O)c2ccccc2oc1=O,0.1,-0.23,-3
CC(/C=N\NC(=O)c1ccc(C)nc1)=C\c1ccccc1,0.13,-0.78,-12

# Screening data from PubChem.

# The list is partial. The share of hits here may be higher or lower than overall.
